Screening data from PubChem.
Eya2 inh = blocks the phosphatase activity of human Eya2; O00167; recombinant Eya2, OMFP fluorescence dephosphorylation (OMFP is methylfluorescein phosphate); Potency, µM (doses to about 76.9 µM), without a hit: at the highest dose activity, negative = inhibition, most hits filed as inhibitors; hit rate 0.006% among 330,000; AID 488837; also: potency is read from the fitted curve at half-maximal effect; % is scaled to controls: 0 for no effect and ±100 for the full control effect
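Eya2 protein (added as 0.2 uM solution) was preincubated with compound for 10 min at ambient temperature in 50 mM HEPES pH 7.5, 50 mM NaCl, 5 uM MgCl2, 0.05% BSA, 1 mM DTT. OMFP (added at 50 uM) then reacted 10 min; fluorescence read at 485/525 nm.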
B2AR arrestin = agonists driving beta-arrestin recruitment to human beta2-adrenergic receptor. Potency, µM (highest dose often 46.1 µM), for inactives: top-dose activation, hits mostly activators. P07550. hit rate 0.02% among 330,000. beta-arrestin recruitment to beta2AR, cell-based reporter;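 also: potency is read from the fitted curve at half-maximal effect; 0% = DMSO controls and full agonism = EC100 isoproterenol or metaproterenol; nearly all actives have a fitted effect of over 65% in size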
ELG1 genotox = induces genotoxicity in HEK293T cells with luciferase-tagged ELG1; Potency, µM (highest dose often 46 µM), for the others: at the top dose activity change, positive = activation, hits mostly activators; hit rate 1.3% among 330,000; HEK293T ELG1-luciferase reporter, luminescence, 16 h; also: potency is read from the fitted curve at half-maximal effect; % of control where 0% means no effect; nearly all actives have a fitted effect of over 60% in size
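After overnight (16 hr) compound treatment at 37 °C, ELG1-luciferase HEK293T cells were lysed with ONE-Glo; luminescence quantified 30 min later at room temperature.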
BRCA1 expr act = BRCA1 expression activation; MCF7-BRCA1-FFLuc reporter, luminescence, 48 h; response scale: scaled: vehicle 0%, 10 µM genistein 100%; Potency, µM (highest dose often 46.1 µM), for inactives: top-dose activation, actives largely listed as activators; hit rate 1.1% among 380,000; AID 624202; also: potency is read from the fitted curve at half-maximal effect; nearly all actives have a fitted effect of over 80% in size; some results filed as inactive show a strong effect at the top dose
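Luminescence from a BRCA1-driven firefly luciferase in MCF7 cells was read after 48 h compound exposure at 37 C. Data normalized against DMSO and a 10microM genistein activation control, then curve-fitted across the titration.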
uPA generation = inhibitors of cell surface uPA generation. hit rate 0.31% among 330,000. cell surface uPA generation assay, qHTS. Potency, µM (series often up to 38.3 µM), inactives show top-dose activity change, negative = inhibition, actives largely listed as inhibitors; active = well fitted inhibition curve with a large enough effect; inconclusive = small, poorly fitted or top-dose-only effect; inactive = no such curve, though single readings can be large or run the other way; tested in mouse RAW 264.7 cells; also: potency is read from the fitted curve at half-maximal effect; % is scaled to controls: 0 for no effect and ±100 for the full control effect; nearly all actives have a fitted effect of over 55% in size
Integrin act MD = activators of alpha7 integrin expression for muscular dystrophy; alpha7betagal myoblasts, beta-gal FDG fluorescence, 48 h; Potency, µM (highest dose often 38.3 µM), for inactives: at the highest dose activation, actives largely listed as activators; hit rate 0.064% among 350,000;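 also: potency is read from the fitted curve at half-maximal effect; 100% = response of the positive control SU9516; nearly all actives have a fitted effect of over 60% in size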
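alpha7betagal+/- myoblasts (passage 13, 250/well) treated 48 h at 37C with compounds at 1:260 dilution of DMSO stock. Lysed, then beta-galactosidase activity read as FDG fluorescence (ex 480/em 540) after 30 min, with pre-read for autofluorescence.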
TRPV1 agonist = activates the human vanilloid receptor TRPV1. Q8NER1. TRPV1-expressing cells, Fluo-8 calcium influx, agonist mode. activation, % at 8.33 µM. hit rate 0.19% among 320,000. AID 540275; in the data active = activation above about 80%; inconclusive = between about 30% and that limit; also: 0% is about no effect
Target sequence (Q8NER1 whole entry, looked up): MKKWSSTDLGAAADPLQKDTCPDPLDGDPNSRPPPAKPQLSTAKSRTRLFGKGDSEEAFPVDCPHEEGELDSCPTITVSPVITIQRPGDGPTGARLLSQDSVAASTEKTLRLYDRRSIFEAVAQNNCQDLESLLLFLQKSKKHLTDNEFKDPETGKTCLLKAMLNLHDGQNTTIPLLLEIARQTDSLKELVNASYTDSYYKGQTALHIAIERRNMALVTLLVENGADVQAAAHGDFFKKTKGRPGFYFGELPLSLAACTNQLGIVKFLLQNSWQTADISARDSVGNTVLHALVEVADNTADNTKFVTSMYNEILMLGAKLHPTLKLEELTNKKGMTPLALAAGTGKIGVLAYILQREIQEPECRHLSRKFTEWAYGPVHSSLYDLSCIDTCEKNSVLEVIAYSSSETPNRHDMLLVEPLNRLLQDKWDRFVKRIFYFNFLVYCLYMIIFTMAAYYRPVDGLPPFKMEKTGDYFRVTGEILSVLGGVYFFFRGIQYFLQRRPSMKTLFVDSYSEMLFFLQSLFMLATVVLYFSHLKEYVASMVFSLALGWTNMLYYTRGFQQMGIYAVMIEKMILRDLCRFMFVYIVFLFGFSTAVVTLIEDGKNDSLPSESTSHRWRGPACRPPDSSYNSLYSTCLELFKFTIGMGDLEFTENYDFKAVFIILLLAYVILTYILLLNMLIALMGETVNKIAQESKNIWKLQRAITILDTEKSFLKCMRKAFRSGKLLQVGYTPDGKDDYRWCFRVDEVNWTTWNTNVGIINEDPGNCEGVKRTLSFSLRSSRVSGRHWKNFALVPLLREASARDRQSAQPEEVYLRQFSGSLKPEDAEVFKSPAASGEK
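Fluo-8 calcium influx in TRPV1-expressing cells, kinetic read (ex 480/em 520 nm). Compound added and read 3 min for agonist activity, followed by capsaicin at EC20 final and 2 min further read for enhancement.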
p53 reactivator = mutant p53 re-activation in reporter cells; Potency, µM (series often up to 92.2 µM), inactives show top-dose activity change, positive = activation, usual class: activators; H1299 p53-A138V BP100-luciferase reporter, luminescence, 24 h; hit rate 0.063% among 320,000; AID 504706; also: potency is read from the fitted curve at half-maximal effect; % of control where 0% means no effect; nearly all actives have a fitted effect of over 45% in size
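H1299 (p53-null), stable ts p53-A138V + BP100-Luc; 1000 cells/well, Opti-MEM/10% FBS; cpd 4 pt, 1:5; 24 h, 37 deg C, 5% CO2; detection reagent 10 min RT; luminescence.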
ASM inhibitor = human S-ASM enzyme inhibition; P17405; placental ASM, HMU-PC fluorogenic substrate, 60 min; Potency, µM (top dose mostly 57.5 µM), for the others: at the highest dose activity change, negative = inhibition, actives largely listed as inhibitors; hit rate 0.006% among 340,000; AID 504937; also: potency is read from the fitted curve at half-maximal effect
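qHTS format. ASM enzyme prepared from human placenta hydrolyses the fluorogenic substrate HMU-PC0 (9 uM final) over 60 min at 37 °C after a 10 min compound preincubation.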
TSG101-PTAP inh = blocks PTAP/TSG101 interaction to inhibit HIV-1 budding; Fluorescence polarization, FITC-PTAP peptide / Tsg101 binding; Potency, µM (series often up to 115 µM), for the others: top-dose activity change, negative = inhibition, actives largely listed as inhibitors; 340,000 tested, under 10 active; Q99816; AID 493005; active = well fitted inhibition curve with a large enough effect in the main read-out, with a control signal flat, not every such curve was filed as active; inconclusive = small, poorly fitted or top-dose-only effect, or effect the other way, or a change in a side signal; inactive = no such curve, though single readings can be large or run the other way; also: potency is read from the fitted curve at half-maximal effect; % of control where 0% means no effect
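Compounds were pin-transferred onto Tsg101 binding domain (10 uM final) in HEPES pH 7.5 buffer, then FITC-PTAP peptide was added at 50 nM final. After 20 min at RT, polarization reported peptide displacement across a qHTS concentration series.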
USP2a inh = USP2a (human) protease inhibition. O75604. USP2 core, Ub-CHOP2 coupled fluorogenic reporter, 485/531. Potency, µM (highest dose often 38.3 µM), without a hit: at the top dose activity change, negative = inhibition, hits mostly inhibitors. hit rate 0.01% among 330,000;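 also: potency is read from the fitted curve at half-maximal effect; plate controls were DMSO wells for no effect and full inhibition by NEM control for full effect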
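Cell-free coupled assay: 10nM USP2 core preincubated 30min RT with compound in Tris-HCl pH 8.0/CaCl2/CHAPS buffer, then 25nM Ub-CHOP2 and 25nM reporter substrate; fluorescence (Ex 485/Em 531) read after 60min RT, normalized to NEM inhibition, concentration-response curves fitted.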
The depositor's hits bear a star; ? = inconclusive; nt = no result given; [ ] = another dose, or the depositor's remark. Unless noted, calls follow the shape of the dose curve; as a rule, active = well fitted curve in the direction sought with a large enough effect; inconclusive = small, poorly fitted or top-dose-only effect, or another doubt; inactive = no such curve, though single readings can be large; an effect the other way counts as inactive or inconclusive.

SMILES	Eya2 inh	B2AR arrestin	ELG1 genotox	BRCA1 expr act	uPA generation	Integrin act MD	TRPV1 agonist	p53 reactivator	ASM inhibitor	TSG101-PTAP inh	USP2a inh
COc1ccc(-c2noc(CCC(=O)N3CCN(c4ccc(F)cc4)CC3)n2)cc1	6%	0.0%	-3%	5%	10%	4%	nt	7%	-13%	0%	3%
COc1cccc(C(=O)N(Cc2ccco2)Cc2cc3cccc(C)c3[nH]c2=O)c1	14%	-0.4%	-9%	-39%	0%	3%	26	-6%	0%	-7%	1%
O=C(c1ccc(S(=O)(=O)N2CCOCC2)cc1)N1CCN(c2ccc(F)cc2)CC1	0%	-0.1%	0%	-9%	-6%	7%	3	-4%	-1%	-1%	-6%
COc1ccc(C2=Nn3c(nnc3-c3ccccc3Cl)SC2)cc1OCC1CC1	-2%	0.2%	-2%	-71%	?	nt	nt	1%	-18%	2%	-1%
CC(C)(C)C(=O)Nc1nc(NC(=O)C(C)(C)C)nc(-c2ccccc2Cl)n1	?	-0.6%	-1%	8%	-2%	12%	?	2%	-1%	1%	2%
CCc1cccc(CC)c1NC(=S)Nc1ccccc1	0%	0.3%	0%	-3%	-1%	8%	0	3%	2%	-3%	0%
Cc1c(NC(=O)c2ccc(-c3ccc([N+](=O)[O-])cc3Cl)o2)c(=O)n(-c2ccccc2)n1C	7%	-0.2%	-4%	0%	3%	15%	1	5%	0%	-4%	2%
CC(NC(=O)COc1cccc(Br)c1)C(=O)O (stereo unspecified)	0%	0.4%	2%	-12%	0%	1%	-3	-6%	3%	-1%	-4%
Cc1ccc2c(c1)sc1nc(=O)n(-c3ccc(Cl)c(Cl)c3)c(=O)n12	3%	-0.1%	-1%	19%	-2%	1%	-1	-11%	0%	-1%	0%
COc1ccc(C(=O)N[C@H](C(=O)Nc2ccc(OC)nc2)C(C)C)cc1	11%	-0.3%	?	53%	3%	-10%	1	23%	3%	-8%	7%
O=C(CCCSc1ccc(Cl)cc1)Nc1ccccc1O	-7%	0.0%	0%	-10%	-10%	2%	1	7%	-14%	-1%	-5%
COc1ccc(NC(=S)NC(=O)c2cccnc2)cc1	0%	-0.1%	1%	8%	-1%	2%	2	nt	3%	-3%	3%
C=C1C[C@H](O[C@@H]2O[C@H](CO)[C@@H](O)[C@H](O)[C@H]2O)[C@@H]2[C@H](OC(=O)[C@H]2C)[C@H]2[C@H](C)[C@@H](O)C[C@@H]12	11%	0.0%	3%	23%	-6%	-8%	nt	6%	7%	0%	5%
O=C(NCC(c1ccco1)N1CCc2ccccc21)C(=O)Nc1ccc(F)cc1F (stereo unspecified)	-9%	0.1%	?	-61%	3.2µM*	-15%	?	6%	-4%	1%	-2%
COc1ccc(CCNc2nc(-c3ccc(F)cc3)c(CC(=O)O)s2)cc1OC	1%	0.0%	-3%	-15%	0%	-15%	5	1%	-7%	0%	2%
COc1ccc(N(CC(=O)Nc2ccc(OC)c(OC)c2)S(=O)(=O)c2ccccc2)cc1Cl	5%	0.6%	-5%	-31%	1%	6%	0	nt	-6%	-5%	4%
CN(N)c1nc(C(F)(F)F)nc2ccccc12	-29%	0.4%	-12%	11%	1%	22%	-3	-3%	0%	-11%	10%
CC1(C)CC(=O)C(C=Nc2ccc(N)cc2)=C(O)C1	15%	-0.2%	5%	-26%	?	-11%	2	-5%	-4%	-3%	7%
O=C(NCc1csc(-c2cccs2)n1)c1ccccc1	-20%	0.0%	12%	?	-23%	-25%	?	8%	0%	0%	-4%
Cc1c(CCOC(=O)C23CC4CC(CC(C)(C4)C2)C3)sc[n+]1CC(=O)c1ccccc1	-8%	0.2%	-5%	-58%	?	-67%[inhibitor]	7	-6%	-2%	1%	0%
O=C(NCc1ccc2c(c1)OCO2)c1nc(Cn2ccc([N+](=O)[O-])n2)no1	-8%	0.1%	1%	-3%	3%	37%	26	0%	-2%	3%	0%
O=C(NCCc1ccccc1)C(=Cc1ccc(C(=O)O)cc1)C(=O)NCCc1ccccc1	0%	0.2%	3%	-7%	12%	-20%	1	-1%	-1%	-2%	-1%
COc1ccc(NC(=O)CSc2nnc3c4c(nc(-c5ccccc5)n23)CC(C)(C)OC4)cc1	-3%	-0.9%	0%	-13%	-1%	20%	-3	-4%	24%	0%	2%
Cc1cc(NC(=O)COC(=O)c2cnccn2)ccc1Br	-17%	0.4%	1%	22%	10%	0%	nt	-1%	4%	-4%	4%
O=C1C(Oc2ccc(Cl)cc2)C(c2ccc3c(c2)OCO3)N1CC1CCCO1 (stereo unspecified)	-14%	0.4%	-7%	-25%	-1%	-19%	?	-5%	-1%	-4%	2%

(next part)
SMILES	Eya2 inh	B2AR arrestin	ELG1 genotox	BRCA1 expr act	uPA generation	Integrin act MD	TRPV1 agonist	p53 reactivator	ASM inhibitor	TSG101-PTAP inh	USP2a inh
O=C(Nc1cnc2ccccc2c1)N1CCOCC1	-8%	-0.9%	?	?	12%	-2%	8	?	5%	-3%	-1%
Cc1cc(N2CCN(C)CC2)nc2ccc(NC(=O)CCC(=O)NCc3ccco3)cc12	24%	-0.2%	2%	-1%	3%	39%[7.66 µM]	-3	-3%	344%[activator]	-2%	3%
Cc1ccsc1C(=O)OCC(=O)N(C)C1CCCCC1	-22%	-2.9%	?	39%	4%	4%	nt	14%	3%	-3%	2%
Cc1ccccc1C(=O)c1cccn1CC(=O)NC(C)c1ccccc1 (stereo unspecified)	4%	-0.8%	3%	-13%	0%	-15%	9	-2%	2%	0%	0%
COc1ccccc1-n1c(N)cc(=O)nc1SCC(=O)Nc1cc(C)on1	10%	0.7%	-3%	16%	-3%	-1%	-2	-1%	0%	-1%	9%
Cc1ccc(NC(=O)CSc2nnc(-c3ccco3)c(-c3ccco3)n2)cc1	5%	-0.2%	8%	-49%	-7%	-47%[inhibitor]	0	17%	-16%	-11%	0%
CCN(CC(=O)NCc1cccs1)c1ccc(S(=O)(=O)N2CCCC2)cn1	0%	1.6%	1%	-6%	3%	-3%	1	-4%	2%	-5%	0%
CCCCn1c(CCNC(=O)c2cccs2)nc2ccccc21	-11%	0.2%	-4%	-27%	-11%	5%	?	3%	-2%	-3%	0%
Cc1cc(C)c2c(CC(=O)Nc3nccs3)coc2c1	-29%	-0.7%	0%	-32%	5%	12%	-1	30%	-2%	2%	-1%
CCS(=O)(=O)N1CCC(C(=O)Nc2ccc(C(C)=O)cc2)CC1	1%	-0.2%	-2%	0%	8%	0%	-7	-8%	2%	1%	0%
Cc1cccc(NC(=O)Nc2ccc(Cl)c(Cl)c2)n1	9%	-0.1%	?	0%	6%	11%	-5	-38%[inhibitor]	0%	1%	1%
CCOC(=O)C1(CCOc2ccccc2)CCN(Cc2cc(OC)c(O)c(OC)c2)CC1	3%	-0.5%	-5%	0%	-13%	-22%	-1	nt	0%	-1%	-1%
NC(=O)CC(NC(=O)Cc1cccc2ccccc12)c1ccc(N2CCN(c3ccc(F)cc3)CC2)c([N+](=O)[O-])c1 (stereo unspecified)	-3%	-0.3%	-10%	-26%	50%[activator]	1%	0	-8%	-5%	-3%	4%
CCC(Sc1nc(-c2cccc(OC)c2)c(C#N)c(=O)[nH]1)C(=O)Nc1nnc(C(C)C)s1 (stereo unspecified)	12%	0.2%	0%	4%	-1%	?	0	2%	8%	-7%	1%
COc1cc(-c2nc(-c3ccc(-c4ccccc4)nc3OC)no2)cc(OC)c1OC	2%	0.4%	0%	nt	nt	nt	1	3%	nt	nt	2%
COc1ccc(CNC(=O)C(C)OC(=O)C23CC4CC(CC(O)(C4)C2)C3)cc1 (stereo unspecified)	-11%	-1.0%	1%	-7%	-2%	5%	7	-7%	1%	1%	1%
CCCn1c(C)nc2c(c1=O)c1nc3ccccc3nc1n2CCC1=CCCCC1	-25%	-0.3%	-17%	-3%	-6%	-9%	8	-7%	352%[activator]	-8%	1%
COc1ccc(OC)c(Nc2nc3nonc3nc2N2CCCCC2)c1	-11%	0.1%	1%	-2%	8%	-8%	-1	-2%	-3%	10%	0%
Cc1cc(Cl)ccc1OCC(=O)NNC(=O)c1cccnc1	1%	-0.2%	-4%	-1%	3%	?	1	19%	0%	-6%	1%
Cn1c(=O)c(=O)n(C)c2cc(S(=O)(=O)CCC(=O)N3CCCCC3)ccc21	13%	-1.0%	-8%	29%	6%	14%	-2	9%	-2%	-1%	1%
